bovine MsrA act = bovine methionine sulfoxide reductase A activation; purified bovine MsrA, absorbance read-out; activation, % at 10.6 µM; actives 0.3% (n = 360,000); in the data active means activation above about 7.5%;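 further: 0% = vehicle and 100% = reference activator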
MsrA inh = inhibits bovine methionine sulfoxide reductase A; purified bovine MsrA, absorbance read-out; inhibition, % at 15.5 µM; actives 0.75% (n = 360,000); in the data active means inhibition above about 4.5%;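 further: 0% = vehicle wells with enzyme and 100% = reference inhibitor wells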
FAS-TE inh = blocks the thioesterase domain of human fatty acid synthase; P49327; recombinant FAS-TE, OMFH fluorogenic substrate, fluorescence endpoint; inhibition, % at 15 µM; actives 0.67% (n = 360,000);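 active means compounds whose normalised, plate-corrected inhibition of enzyme fluorescence in the single-dose primary screen is 50% or more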;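 further: 0% = DMSO with enzyme and 100% = substrate without enzyme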
Neddyl block = cullin neddylation inhibition; P61081+Q13564; TR-FRET cullin neddylation, biochemical; calls only at 25 µM; actives 0.58% (n = 360,000); AID 651699; in the data active means inhibition above about 36%
Target sequence (P61081 whole entry, looked up): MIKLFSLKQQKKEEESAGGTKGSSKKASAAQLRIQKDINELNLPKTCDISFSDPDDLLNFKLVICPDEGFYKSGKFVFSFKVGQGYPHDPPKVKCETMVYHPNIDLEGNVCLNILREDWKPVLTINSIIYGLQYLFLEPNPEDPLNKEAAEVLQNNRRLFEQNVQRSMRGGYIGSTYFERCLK
Target sequence (Q13564 whole entry, looked up): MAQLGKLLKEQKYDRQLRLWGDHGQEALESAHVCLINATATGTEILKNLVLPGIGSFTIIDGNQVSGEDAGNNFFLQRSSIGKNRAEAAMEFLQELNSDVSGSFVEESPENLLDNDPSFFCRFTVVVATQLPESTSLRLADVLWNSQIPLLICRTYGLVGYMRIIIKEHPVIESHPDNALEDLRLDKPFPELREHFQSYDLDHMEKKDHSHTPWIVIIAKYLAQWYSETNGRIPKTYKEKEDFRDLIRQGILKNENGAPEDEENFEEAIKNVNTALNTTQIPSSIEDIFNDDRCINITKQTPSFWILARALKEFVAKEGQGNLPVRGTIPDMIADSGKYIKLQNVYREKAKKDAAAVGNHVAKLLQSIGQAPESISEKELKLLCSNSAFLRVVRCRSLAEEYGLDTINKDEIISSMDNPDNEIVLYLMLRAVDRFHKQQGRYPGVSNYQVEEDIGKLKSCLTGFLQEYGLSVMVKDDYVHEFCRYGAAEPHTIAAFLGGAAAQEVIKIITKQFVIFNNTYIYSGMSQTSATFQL
E coli Lon inh = inhibits E. coli Lon protease; actives 0.42% (n = 360,000); purified E. coli Lon protease, fluorescence polarization; AID 602123; inhibition, % at 7.94 µM; in the data active means inhibition above about 13%, passing the limit was not always enough;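 further: 0% = enzyme with probe and DMSO and 100% = no enzyme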
TbMetRS inhib = blocks T. brucei methionyl-tRNA synthetase activity | purified T. brucei MetRS, ATP depletion, Kinase-Glo luminescence | inhibition, % at 11.9 µM | actives 0.4% (n = 360,000) | AID 624268;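 active means inhibition above a per-plate cutoff of the control wells' mean inhibition plus 3 SD, cut at about 5.5% in these data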;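 further: 0% = DMSO wells median and 100% = median of wells with control inhibitor compound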
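System: purified T. brucei MetRS enzyme / Detection: Kinase-Glo luciferase luminescence reporting remaining unconsumed ATP / Medium: HEPES buffer with MgCl2, KCl, DTT, spermine, BSA, pyrophosphatase / Replication: singlicate, one well per compound / Evaluation: percent inhibition relative to median high and low control wells / Schedule: 2 h aminoacylation at 25 °C after 15 min preincubation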
CSN inh = CSN deneddylation inhibition; Q92905; Purified CSN, SCF-Nedd8-OG deneddylation, fluorescence polarization; inhibition, % at 12.5 µM; actives 0.38% (n = 360,000);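 active means pattern-corrected inhibition above about 35%, with an unprinted fluorescence ratio check between 0.5 and 1.5, limit read from the data, passing the limit was not always enough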;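 further: 0% = enzyme with substrate and 100% = substrate without enzyme; some results filed as inactive read as strong as hits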
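Assay system: purified human Csn5 enzyme expressed in HEK293T cells; Input: 0.24 nM Csn5 enzyme, final concentration; Reagent: 10 nM SCFSkp2-Nedd8OG; Compound dosing: 12.5 µM single point; Times: reaction 90 min, room temperature; Technique: fluorescence polarization readout.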
PABP1 MLLE inh = inhibitors of microRNA-mediated deadenylation, human PABP1 MLLE binding | inhibition, % at 20 µM | P11940 | actives 0.36% (n = 360,000) | GST-MLLE / FITC-PAM2 fluorescence polarization; in the data active means inhibition above about 35%, passing the limit was not always enough;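 further: plate controls were DMSO wells with GST-MLLE for no effect and wells lacking GST-MLLE protein for full effect; some results filed as inactive read as strong as hits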
Rin1-Abl PPI inh = inhibitors of human Rin1-Abl protein interaction; P00519+Q13671; TR-FRET Rin1/Abl binding, biochemical; inhibition, % at 7.35 µM; actives 0.4% (n = 360,000); AID 588664; in the data active means inhibition above about 5%, passing the limit was not always enough
* hit, by the source's call; i = inactive; · = no result given.

SMILES | bovine MsrA act | MsrA inh | FAS-TE inh | Neddyl block | E coli Lon inh | TbMetRS inhib | CSN inh | PABP1 MLLE inh | Rin1-Abl PPI inh
COc1ccc(CNC(=O)NS(=O)(=O)c2ccc(C)cc2)cc1 | -2.1 | 0.6 | -11.3 | i | 1.6 | -0.2 | -0.9 | -4.8 | 0.7
Cc1cc(C)c(C(=O)Nc2ccc(S(=O)(=O)Nc3onc(C)c3C)cc2)c(C)c1 | -1.7 | 0.5 | -3.5 | i | -1.5 | -0.1 | -2.9 | 0.2 | -0.1
CCCCc1ccc(NC(=O)CSc2nnc(C)c(=O)n2N)cc1 | -0.5 | 1.8 | -5.0 | i | -2.1 | -0.2 | -2.6 | 14.1 | -3.6
CCS(=O)(=O)c1ccc2oc(SCC(=O)N3c4ccccc4CC3C)nc2c1 (centres undefined) | -4.4 | -0.3 | 6.7 | i | -2.0 | -0.6 | 0.1 | -7.2 | -0.1
COC(=O)CCN(C(=O)c1ccc(C)c([N+](=O)[O-])c1)c1ccccn1 | -7.9 | -0.3 | -2.7 | i | -6.3 | 0.0 | -14.8 | -8.5 | 0.5
Cc1ccc(C(=O)NC(=S)NCC2CCCO2)cc1Br (centres undefined) | -1.5 | 0.6 | 18.0 | i | 5.8 | 0.1 | -9.5 | 29.1 | -0.9
CC(OC(=O)C1CC1)C(=O)Nc1cccc(S(=O)(=O)N2CCOCC2)c1 (centres undefined) | -6.5 | 0.9 | 0.0 | i | -8.6 | -0.3 | -1.3 | -10.1 | 2.8
COc1ccc(NC(=O)C2CCCN(S(=O)(=O)c3ccc(Cl)cc3)C2)cc1OC (centres undefined) | -3.5 | -0.9 | 3.1 | i | -6.5 | -0.2 | 2.1 | 4.3 | -0.7
S=c1[nH]nc(-c2ccc(Br)cc2)n1-c1ccc2c(c1)OCCO2 | -4.1 | -1.0 | -4.8 | i | -3.4 | -0.1 | 3.1 | -4.1 | -3.5
COc1ccc(CCNC(=O)CNC(=O)c2ccc(Br)o2)cc1OC | -2.0 | -0.1 | -9.6 | i | -10.5 | 0.5 | 0.8 | 6.2 | 0.5
COCCN(Cc1cc2cc3c(cc2nc1Cl)OCO3)C(=O)c1cccc(C)c1 | -1.1 | -0.1 | 8.7 | i | -0.4 | -0.1 | 2.8 | 3.3 | 1.2
CCn1cc(C(=O)NCc2ccco2)c(=O)c2cc(S(=O)(=O)N3CCc4ccccc4C3)ccc21 | -2.2 | 2.9 | 46.9 | i | -0.1 | 0.7 | 1.6 | -3.0 | 3.4
CCOC(=O)c1ccc(-n2c(-c3ccco3)nc3ccccc3c2=O)cc1 | 2.3 | 0.1 | 10.9 | i | 5.9 | -0.2 | -0.5 | 3.3 | 3.0
O=C(CN1CCN(c2ccccn2)CC1)Nc1nc2ccccc2s1 | -3.4 | -0.8 | 1.0 | i | 2.5 | -0.1 | 6.3 | 0.7 | 1.4
CCCCn1nnnc1C(c1cccs1)N1CCN(C/C=C/c2ccccc2)CC1 (centres undefined) | -1.6 | 2.6 | 13.5 | i | -8.2 | -1.0 | 2.5 | -5.0 | -3.3
CCCn1c(SCC(=O)NCC2CCCO2)nc2c1c(=O)n(C)c(=O)n2C (centres undefined) | -2.1 | -1.0 | -7.3 | i | 0.0 | -0.3 | -4.2 | -2.9 | -2.5
c1ccc(SCCN2CCN(c3ccccc3)CC2)cc1 | -10.4 | 0.9 | 3.0 | i | 8.1 | -1.8 | -1.8 | 19.9 | -0.8
COc1ccc(S(=O)(=O)Nc2ccccn2)cc1C | -6.3 | 2.3 | -3.3 | i | -5.2 | -1.8 | -6.8 | 3.5 | -2.7
Cc1cccc(-n2c(=S)[nH]c3nc4c(cc3c2=O)COC(C)(C)C4)c1 | -3.0 | 0.0 | -3.5 | i | 1.2 | -0.3 | -3.4 | 14.2 | -3.5
Cc1[nH]n(-c2ccccc2)c(=S)c1C=NCCCN=Cc1c(C)[nH]n(-c2ccccc2)c1=S | 1.5 | 0.6 | -1.6 | i | -4.2 | -0.1 | -4.8 | -6.4 | -5.0
CC(=O)Nc1ccc(S(=O)(=O)NCCc2ccccc2)cc1 | -0.3 | -0.6 | -8.4 | i | -1.6 | -0.7 | -2.6 | 6.7 | 2.1
COc1ccc(C(=O)N2c3cc4c(cc3C(C)=CC2(C)C)OCO4)cc1 | -4.5 | 0.7 | 21.6 | i | -0.5 | -1.4 | 4.5 | -3.9 | 1.3
Cc1nc(N2CCN(C)CC2)[nH]c(=O)c1Cc1cccc2ccccc12 | -8.0 | -0.4 | -9.3 | i | -15.6 | -1.8 | -0.4 | -0.4 | 2.0
CC(=O)Nc1ccc(C(=O)COC(=O)c2c(C)noc2C)c(F)c1 | -0.9 | 0.2 | -6.3 | i | -0.3 | -0.4 | -4.6 | -1.1 | 1.5
CC(=O)NCCc1nc2ccccc2n1CCOc1ccccc1 | -6.0 | -1.1 | -7.6 | i | 1.1 | -0.3 | -1.0 | 2.8 | -1.2
O=C(O)CCn1[nH]c(=O)c2ccccc2c1=O | -0.2 | 1.6 | -8.5 | i | -7.7 | 0.0 | -0.4 | -11.8 | -5.0
CCSc1nnc(NC(=O)c2cc(-c3ccc(C)c(C)c3O)n[nH]2)s1 | -5.9 | -0.7 | -0.2 | i | -1.9 | -0.5 | -5.5 | 19.4 | 0.7
O=C(Nc1ccc(Cl)c([N+](=O)[O-])c1)c1ccco1 | -3.5 | 0.6 | 20.6 | i | -5.3 | 0.8 | 5.5 | 4.8 | -1.3
O=C(Nc1ccc(N2CCOCC2)cc1N1CCOCC1)c1ncoc1-c1cccc(F)c1 | -0.1 | -1.4 | 15.9 | i | 0.4 | -0.2 | 0.5 | -23.5 | 2.3
CCOc1ccc(NC(=O)Cn2nnc(-c3ccccc3NC(=O)c3cccs3)n2)cc1 | -4.6 | -0.9 | -5.0 | · | -6.3 | 0.2 | -1.6 | -17.1 | 0.3
Cc1ccc(C)c(Cn2nc(-c3ccccc3)ccc2=O)c1 | -9.1 | -0.1 | 12.7 | i | -4.4 | -1.4 | 2.6 | 2.1 | -1.7
COc1ccc(OCC(O)CN2CCCCCC2)cc1 (centres undefined) | -3.5 | 0.4 | -5.1 | i | 2.9 | -0.9 | -3.2 | 2.7 | -0.2
CCOC(=O)[C@]12CCC=C1N(CCC1=CCCCC1)C(=O)[C@H](CC(=O)N1CCSCC1)C2 | -0.7 | -1.2 | -6.0 | i | -0.3 | -0.5 | -3.4 | · | ·
Cc1ccc(CNC(=O)c2cc3ccccc3oc2=O)cc1 | 0.0 | -0.5 | 4.6 | i | 4.6 | 0.3 | -0.6 | 12.1 | -0.4
CCOC(=O)c1c(C)c(C(=O)O)n(C)c1C | -2.2 | 2.7 | -6.8 | i | -4.5 | 0.4 | 1.8 | 16.4 | 0.1
Cn1c(=O)c2c(nc(NCCc3ccccc3)n2CC(=O)NCCc2ccccc2)n(C)c1=O | -1.1 | -0.5 | -3.4 | i | -3.7 | -0.2 | -0.1 | -4.7 | -3.8
COC(=O)C1C(c2ccc(N(C)C)cc2)C(C(=O)OC)S(=O)(=O)CS1(=O)=O (centres undefined) | -3.6 | 0.6 | -4.0 | i | 0.1 | -0.7 | 2.7 | 19.4 | 4.2
COc1ccc(/C=N/N=C2/C(=O)Nc3ccccc32)cc1O | -10.0 | 1.9 | -7.9 | i | -1.3 | -1.2 | -2.6 | -6.7 | -1.5
C=CCN(C#N)c1nc(OC)nc(N2CCCC2)n1 | -4.2 | 0.2 | -0.8 | i | -5.6 | -0.6 | -0.5 | -16.4 | 2.1
COc1ccccc1C(=O)NNC(=O)c1ccccc1F | -7.5 | -0.2 | -11.7 | i | 0.5 | -0.5 | 2.7 | -17.4 | -0.3
COc1ccc(S(=O)(=O)N2CCCC2CNC(=O)C(=O)NCc2cccs2)cc1 (centres undefined) | -5.2 | -0.8 | -3.1 | i | 0.3 | -0.3 | 2.5 | -6.3 | 1.8
Cc1nn(CC(=O)Nc2ccc(Cl)cc2)c(=O)c2cc(-c3ccccc3)nn12 | -11.6 | -0.8 | 0.1 | i | 5.7 | -1.4 | -4.0 | 4.6 | 2.8
C=CCn1c(CCCNC(=O)CCC)nc2ccccc21 | -1.9 | -0.8 | -9.2 | i | 1.0 | 0.4 | 2.0 | 12.8 | 1.8
O=C(NCc1cccnc1)C1CC(=O)N(C2CCCCC2)C1 (centres undefined) | 0.7 | -1.0 | -7.5 | i | 11.8 | -0.6 | -1.6 | -2.8 | -0.5
CC(C)CNC(=O)CC(=O)N/N=C/c1cccs1 | -3.4 | 0.5 | -8.0 | i | 10.9 | 0.1 | -3.2 | 0.3 | 1.8
C[C@H](NC(=O)[C@H]1N2C(=O)c3ccccc3C2SC1(C)C)C(=O)N1CCC[C@H]1C(=O)O (some centres undefined) | 0.1 | 1.3 | -5.3 | i | -5.5 | 0.1 | -1.8 | 22.9 | -0.2
C=CCn1c(C)cc(-c2csc(NC(=O)CCc3nc4ccccc4c(=O)[nH]3)n2)c1C | -2.2 | 0.1 | -5.3 | i | -17.4 | -0.2 | 9.2 | -40.5 | -2.7
Nc1cc(-c2ccco2)no1 | -2.7 | -0.1 | -6.3 | i | 3.2 | 0.0 | 1.5 | -8.9 | 1.7
OCc1ccccc1Cn1ccnc1 | -0.1 | 0.9 | -5.0 | i | 0.9 | 0.3 | 2.0 | 3.2 | 2.4
COC1=C/C(=C/c2c(N)n3nc(CC(=O)N4CCCC4)sc3nc2=O)C=CC1=O | -4.8 | 3.9 | -7.8 | i | -53.8 | -0.1 | 14.6 | -81.8 | 2.4
CCCCN(CC)C(=O)C1CCC(CNS(=O)(=O)c2cccc3nsnc23)CC1 (centres undefined) | -6.6 | 1.1 | 0.3 | i | 8.2 | -1.2 | 3.5 | -3.7 | 0.8
CN1CCN(c2cc(=O)n(Cc3ccc(F)cc3)c(=O)[nH]2)CC1 | -8.0 | -0.1 | -8.4 | i | 1.2 | -0.2 | 2.5 | 13.4 | 0.5
O=C(c1ccc2ccccc2n1)N1CCN(Cc2c(F)cccc2Cl)CC1 | -1.9 | -0.4 | -0.1 | i | 1.6 | 0.1 | 1.7 | 0.7 | -0.7
CCC(=O)N1CCN(c2ccccc2NC(=O)Cc2ccccc2)CC1 | -5.2 | 0.0 | -4.2 | i | -1.4 | -0.8 | -5.1 | -0.3 | -1.1
Cc1cc(/C=C2\SC(=S)N(C)C2=O)c(C)n1-c1cccc(O)c1 | -1.9 | -0.4 | 1.2 | i | -48.8 | 0.1 | 37.1* | -116.7 | -3.3
